RORgamma inh – qHTS for inhibitors of ROR gamma transcriptional activity; Nuclear receptor ROR-gamma (Mus musculus), P51450; Drosophila S2 Gal4-RORgamma UAS-luciferase reporter, 20 h; Potency, µM (titrated, usually from 53.6 µM), for the others: at the highest dose activity change, negative = inhibition, usual class: inhibitors; hit rate 5.4% among 310,000; AID 2551, 2010; also: potency is read from the fitted curve at half-maximal effect; % is scaled to controls: 0 for no effect and ±100 for the full control effect; nearly all actives have a fitted effect of over 60% in size
Target sequence (P51450 whole entry, looked up, the tested form may be a part): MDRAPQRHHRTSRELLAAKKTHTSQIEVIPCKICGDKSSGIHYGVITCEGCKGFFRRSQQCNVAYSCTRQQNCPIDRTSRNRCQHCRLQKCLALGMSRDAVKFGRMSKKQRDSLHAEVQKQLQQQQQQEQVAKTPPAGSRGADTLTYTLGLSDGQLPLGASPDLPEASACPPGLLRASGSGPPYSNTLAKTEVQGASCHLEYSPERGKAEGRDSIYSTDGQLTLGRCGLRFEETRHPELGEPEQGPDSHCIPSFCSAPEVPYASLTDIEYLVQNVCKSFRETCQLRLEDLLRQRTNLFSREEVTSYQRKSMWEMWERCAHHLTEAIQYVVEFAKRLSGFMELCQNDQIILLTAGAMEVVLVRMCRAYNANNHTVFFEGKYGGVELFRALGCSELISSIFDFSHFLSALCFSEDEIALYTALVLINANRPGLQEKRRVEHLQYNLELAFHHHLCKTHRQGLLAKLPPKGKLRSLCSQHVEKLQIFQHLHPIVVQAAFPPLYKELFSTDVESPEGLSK
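ROR gamma transcriptional activity was tracked as Gal4-UAS luciferase output in stably transfected Drosophila Schneider cells, with compound added 1 hr before 700 uM copper sulfate induction and a 20 hr ambient-temperature incubation.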
Giardia kill – Small Molecules that selectively kill Giardia lamblia: qHTS. hit rate 0.15% among 340,000. Giardia lamblia trophozoite viability. activity change, % at 7.66 µM, hits read low; in the data active = activity change below about -80%; inconclusive = between about -30% and that limit;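 also: parasites exposed to compound for two days anaerobically before the ATP read; % is scaled to controls: 0 for no effect and ±100 for the full control effect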
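Viability, read as ATP luminescence: trophozoites at 100 cells/well, compound added, 48 hrs anaerobic at 37 deg C, then 15-30 min room-temperature development before reading.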
FLuc counter – qHTS profiling assay for firefly luciferase inhibitor/activator using purifed enzyme and Km concentrations of substrates (counterscreen for miR-21 project) | Potency, µM (highest dose often 57.5 µM), inactives show at the highest dose activity change, negative = inhibition, hits mostly inhibitors | hit rate 6.9% among 360,000 | purified FLuc, Km substrates, luminescence inhibition | Luciferin 4-monooxygenase (Photinus pyralis), P08659 | AID 588342, 2011;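 also: potency is read from the fitted curve at half-maximal effect; plate controls were vehicle for no effect and reference inhibitor for full effect; nearly all actives have a fitted effect of over 55% in size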
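Purified P. pyralis luciferase (10nM final) with 10uM D-luciferin and 10uM ATP (Km levels) in 50mM Tris acetate pH 7.5, 10mM Mg acetate, 0.01% Tween-20, 0.05% BSA; qHTS 6-point titration, ~60 µM downward; luminescence read.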
ELG1 genotox – qHTS screen for small molecules that induce genotoxicity in human embryonic kidney (HEK293T) cells expressing luciferase-tagged ELG1 | HEK293T ELG1-luciferase reporter, luminescence, 16 h | Potency, µM (titrated, usually from 46 µM), for the others: at the highest dose activity change, positive = activation, hits mostly activators | hit rate 1.3% among 330,000 | AID 504466, 2011; also: potency is read from the fitted curve at half-maximal effect; % of control where 0% means no effect; nearly all actives have a fitted effect of over 60% in size
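HEK293T cells expressing luciferase-tagged ELG1 were treated with compound or DMSO for 16 hr at 37°C. Luciferase activity was then read after 30 min with ONE-Glo at room temperature; rising signal flags genetic stress.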
p53 reactivator – qHTS assay for re-activators of p53 using a Luc reporter; H1299 p53-A138V BP100-luciferase reporter, luminescence, 24 h; hit rate 0.063% among 320,000; Potency, µM (top dose mostly 92.2 µM), inactives show top-dose activity change, positive = activation, actives largely listed as activators; AID 504706, 2011; also: potency is read from the fitted curve at half-maximal effect; % of control where 0% means no effect; nearly all actives have a fitted effect of over 45% in size
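p53-null H1299 cells stably carrying temperature-sensitive p53-A138V and a BP100-luciferase reporter were pinned with compounds (4-point, 1:5 series) and held 24 hrs at 37 deg C. Luminescence was read 10 min after detection reagent.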
VP16 counter – VP16 counterscreen qHTS for inhibitors of ROR gamma transcriptional activity. Potency, µM (series often up to 53.6 µM), inactives show top-dose activity, negative = inhibition, most hits filed as inhibitors. AID 2546, 2010. Drosophila S2 Gal4-VP16 UAS-luciferase, luminescence, 20 h. hit rate 3.5% among 310,000;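 also: Gal4-VP16 expression switched on by copper sulfate through the metallothionein promoter; potency is read from the fitted curve at half-maximal effect; % is scaled to controls: 0 for no effect and ±100 for the full control effect; nearly all actives have a fitted effect of over 50% in size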
Rab9 prom act – qHTS Assay for Rab9 Promoter Activators | Huh7 Rab9 promoter-luciferase reporter, luminescence, 24 h | Potency, µM (series often up to 9.22 µM), inactives show at the top dose activation, negative = inhibition, actives largely listed as activators | hit rate 2.8% among 320,000; also: potency is read from the fitted curve at half-maximal effect; % of control where 0% means no effect; nearly all actives have a fitted effect of over 60% in size
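Huh7 cells stably carrying a Rab9 promoter-luciferase reporter, 1500 cells per well in OP-MEM I with 10% FBS, treated with compound 24 hours at 37C. Luciferase activity read by luminescence after 10 minutes with Amplite reagent.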
PKM2 act – qHTS Assay for Activators of Human Muscle isoform 2 Pyruvate Kinase; AID 1631, 2009; purified PKM2, Kinase-Glo ATP luminescence, activation; response scale: 0% is enzyme alone, no compound; Potency, µM (top dose mostly 57.5 µM), for inactives: at the highest dose activation, most hits filed as activators; Pyruvate kinase PKM (Homo sapiens), P14618; hit rate 0.34% among 260,000; also: potency is read from the fitted curve at half-maximal effect; % is scaled to controls: 0 for no effect and ±100 for the full control effect; nearly all actives have a fitted effect of over 55% in size
Target sequence (P14618 whole entry, looked up, canonical isoform): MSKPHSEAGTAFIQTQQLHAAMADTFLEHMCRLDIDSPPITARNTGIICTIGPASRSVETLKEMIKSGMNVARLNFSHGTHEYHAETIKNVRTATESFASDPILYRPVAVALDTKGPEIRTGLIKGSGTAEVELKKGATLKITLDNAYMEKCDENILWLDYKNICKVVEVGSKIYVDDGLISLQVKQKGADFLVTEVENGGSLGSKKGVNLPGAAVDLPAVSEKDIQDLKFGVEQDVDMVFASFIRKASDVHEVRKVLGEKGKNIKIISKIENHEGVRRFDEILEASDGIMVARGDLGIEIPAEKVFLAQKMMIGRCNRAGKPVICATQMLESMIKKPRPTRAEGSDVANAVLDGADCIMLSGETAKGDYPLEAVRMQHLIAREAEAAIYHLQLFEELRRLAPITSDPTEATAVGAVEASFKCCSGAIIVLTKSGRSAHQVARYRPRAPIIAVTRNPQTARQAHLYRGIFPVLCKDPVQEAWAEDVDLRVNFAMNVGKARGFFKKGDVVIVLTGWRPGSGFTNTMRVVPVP
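ATP formation by purified human PK-M2, quantified via coupled luciferase luminescence after 1 h at room temperature with 0.1 mM ADP and 0.5 mM PEP final.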
BRCA1 expr act – qHTS Assay to Identify Small Molecule Activators of BRCA1 Expression. AID 624202, 2012. MCF7-BRCA1-FFLuc reporter, luminescence, 48 h; response scale: scaled: vehicle 0%, 10 µM genistein 100%. Potency, µM (top dose mostly 46.1 µM), for the others: top-dose activation, usual class: activators. hit rate 1.1% among 380,000; also: potency is read from the fitted curve at half-maximal effect; nearly all actives have a fitted effect of over 80% in size; some results filed as inactive show a strong effect at the top dose
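Compounds are tested at multiple concentrations on MCF7 BRCA1-luciferase reporter cells seeded at 2000 per well; after 48 h, a single luminescence end-point is taken and curves fitted to the normalized data.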
NPC1 prom act – qHTS Assay for NPC1 Promoter Activators | Huh7 NPC1 promoter luciferase reporter, 24 h | Potency, µM (titrated, usually from 9.22 µM), for inactives: at the top dose activation, hits mostly activators | hit rate 2.4% among 320,000 | AID 485313, 2010;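 also: potency is read from the fitted curve at half-maximal effect; % of control where 0% means no effect; nearly all actives have a fitted effect of over 60% in size; reporter is driven by a mutant NPC1 promoter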
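Cells: Huh7 expressing luciferase under the NPC1 promoter, 1500/well. Seeded 2 h, compound added, incubated 24 h at 37 °C. Luciferase reagent, 10 min ambient, then luminescence.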
Menin-MLL TR inh – qHTS Assay for Inhibitors Targeting the Menin-MLL Interaction in MLL Related Leukemias: Competition With Texas Red Labeled MLL-derived Mutant Peptide | Menin + Texas Red MLL mutant peptide, fluorescence polarization | Potency, µM (highest dose often 61.6 µM), without a hit: at the highest dose FP activity change, negative = inhibition, hits mostly inhibitors | hit rate 0.23% among 270,000 | AID 1768, 2009 | O00255; active = well fitted inhibition curve with a large enough effect in the polarisation, with a control signal flat, not every such curve was filed as active; inconclusive = small, poorly fitted or top-dose-only effect, or effect the other way, or a change in a side signal; inactive = no such curve, though single readings can be large or run the other way; the % refers to the polarisation; also: potency is read from the fitted curve at half-maximal effect; % of control where 0% means no effect; many of its hits are not listed in these tables
Active calls of the source: *; ? = inconclusive; / = no result given; & = joins results of further samples. Unless noted, calls follow the shape of the dose curve; as a rule, active = well fitted curve in the direction sought with a large enough effect; inconclusive = small, poorly fitted or top-dose-only effect, or another doubt; inactive = no such curve, though single readings can be large; an effect the other way counts as inactive or inconclusive. Only part of the results is shown; the hit share may differ from the screen's.

entry	Structure	FLuc counter	PKM2 act	ELG1 genotox	p53 reactivator	NPC1 prom act	RORgamma inh
1	CC(=O)Nc1ccc(NC(=O)CN(c2ccc(C(C)C)cc2)S(=O)(=O)c2ccccc2)cc1	-9%	11%	-3%	7%	-6%	5%
2	Cc1cc(C(=O)NCc2ccco2)no1	-2%	2%	0%	31%	-5%	-4%
3	COc1cc(C(=O)NCCNC(=O)c2cnccn2)cc(OC)c1OC	1%	/	2%	1%	0%	4%
4	CC(C)c1ccc(N2C(=O)CC(Sc3nc4ccccc4o3)C2=O)cc1 (centres undefined)	-21%	?	7%	-8%	8%	5µM*
5	CC(Oc1ccc2c3c(c(=O)oc2c1)CCC3)C(=O)NCCCn1ccnc1 (centres undefined)	-1%	/	3%	-1%	-4%	-16%
6	CCCCC(CC)CNC(=O)CN1C(=O)NC2(CCc3ccccc32)C1=O (centres undefined)	-1%	1%	1%	-6%	-3%	38%
7	COc1ccc(Cl)cc1N(C(C)C(=O)NC1CCCC1)S(C)(=O)=O (centres undefined)	1%	3%	0%	-2%	-1%	5%
8	O=c1cc(-c2ccccc2Cl)oc2c(NS(=O)(=O)c3ccccc3OC(F)(F)F)ccc(O)c12	-3%	-1%	-12%	7%	-1%	?
9	COc1cccc(CC(=O)Nc2nccs2)c1	-3%	1%	-1%	-10%	-3%	5%
10	COC(=O)Cn1cc(/C=N/NC(=O)COc2cccc3cccnc23)c2ccccc21	-9%	2%	-2%	1%	-4%	17%

entry	Giardia kill	Rab9 prom act	Menin-MLL TR inh	BRCA1 expr act	VP16 counter
1	-1	-1%	30%	-18%	-18%
2	7	-8%	-17%	9%	11%
3	16	-1%	8%	-11%	-6%
4	5	10%	/	-10%	4µM*
5	-5	-1%	/	3%	-3%
6	19	-3%	-2%	-19%	9%
7	12	2%	6%	-5%	-1%
8	28	-2%	/	-62%	?
9	-6	-6%	5%	17%	1%
10	-14	0%	17%	-35%	-5%

(listing goes on)
entry	Structure	FLuc counter	PKM2 act	ELG1 genotox	p53 reactivator	NPC1 prom act	RORgamma inh
11	O=C(Nc1cccc([N+](=O)[O-])c1)c1ccn[nH]1	-19%	-6%	-5%	?	?	19%
12	Cc1cc(NC(=O)Cc2cccs2)no1	3%	-3%	-1%	-4%	0%	23%
13	O=C1CCC(=O)N1CCOP1(=O)COc2ccccc2OC1	1%	-3%	-2%	-1%	0%	7%
14	O=C(C1CCN(S(=O)(=O)c2ccccc2)CC1)N(CCc1ccccc1)Cc1ccco1	-1%	0%	-7%	0%	-1%	-11%
15	CCc1ccc(N=Nc2ccc(O)c3[nH]cnc23)cc1	?	/	?	/	?	/
16	O=C(Nc1nccs1)c1ccccc1[N+](=O)[O-]	-1%	6%	-1%	-3%	-1%	-5%
17	CCOc1ccc(OCC)c(NC(=O)C2CCCN(S(=O)(=O)c3cnc[nH]3)C2)c1 (centres undefined)	1%	5%	-1%	0%	0%	-24%
18	COCCn1nnnc1C(c1ccccn1)N1CCN(c2cc(C)ccc2C)CC1 (centres undefined)	-1%	?	-3%	1%	1%	-13%
19	O=C1CSC(=S)N1	1%	0%	7%	/	-1%	-9%
20	CCOC(=O)CCC(=O)Nc1ccc([N+](=O)[O-])cc1C	0%	-5%	-3%	14%	-2%	-7%

entry	Giardia kill	Rab9 prom act	Menin-MLL TR inh	BRCA1 expr act	VP16 counter
11	12	?	0%	?	-10%
12	-13	-3%	?	9%	-6%
13	-15	-9%	-1%	8%	5%
14	10	-3%	0%	-36%	-3%
15	-4	-7%	/	-30%	/
16	-18	-1%	8%	17%	5%
17	10	2%	3%	-9%	-5%
18	-12	-1%	3%	-25%	-4%
19	8	4%	0%	7%	-4%
20	-12	0%	0%	-2%	1%

Record cards (already shown):
Record of `O=c1cc(-c2ccccc2Cl)oc2c(NS(=O)(=O)c3ccccc3OC(F)(F)F)ccc(O)c12` : FLuc counter: -3%; PKM2 act: -1%; ELG1 genotox: -12%; p53 reactivator: 7%; NPC1 prom act: -1%; RORgamma inh: ?; Giardia kill: 28; Rab9 prom act: -2%; Menin-MLL TR inh: /; BRCA1 expr act: -62%; VP16 counter: ?
Record of `CCc1ccc(N=Nc2ccc(O)c3[nH]cnc23)cc1` : FLuc counter: ?; PKM2 act: /; ELG1 genotox: ?; p53 reactivator: /; NPC1 prom act: ?; RORgamma inh: /; Giardia kill: -4; Rab9 prom act: -7%; Menin-MLL TR inh: /; BRCA1 expr act: -30%; VP16 counter: /

Further entries follow.
entry	Structure	FLuc counter	PKM2 act	ELG1 genotox	p53 reactivator	NPC1 prom act	RORgamma inh
21	COC(=O)c1sc(S(=O)(=O)N2CCN(CCO)CC2)c(C(=O)OC)c1C	-1%	3%	3%	1%	-4%	-8%
22	Cc1cc2[nH]c(=O)c(=O)[nH]c2cc1S(=O)(=O)N1CCN(c2ccccc2)CC1	0%&2%	10%	1%	9%	-6%	6%
23	CC(CC(=O)Nc1ccccc1)NCCCN1CCCC1=O (centres undefined)	1%	/	2%	1%	-3%	5%
24	Cc1ccc(C2(C)NC(=O)N(CC(=O)NC(=O)NCCC(C)C)C2=O)cc1 (centres undefined)	-6%	-6%	-9%	-10%	2%	1%
25	Cc1cc(C)cc(NC(=O)C2CCCN2C(=O)NC2CCCCC2)c1 (centres undefined)	-1%	3%	0%	-1%	-1%	-18%
26	C/C(=N\Nc1cccc(C(=O)O)c1)c1cc2ccccc2o1	11µM*	-3%	?	-3%	?	?
27	Cn1c(SCc2ccc([N+](=O)[O-])cc2)nnc1-c1ccncc1	4%	/	-3%	-2%	-2%	-9%
28	Cc1onc(-c2c(Cl)cccc2Cl)c1C(=O)OCC(=O)c1ccccc1	-3%	-1%	-3%	-4%	-5%	-15%
29	COC(=O)COc1ccc2c(=O)c(-c3ccccc3)coc2c1	17µM*	-4%	-2%	-1%	3%	13%
30	COc1ccc(NC(=O)CSc2nnc(C3CC3)n2N)cc1	3%	-5%	-2%	-2%	-2%	-12%

entry	Giardia kill	Rab9 prom act	Menin-MLL TR inh	BRCA1 expr act	VP16 counter
21	8	-4%	0%	-4%	-2%
22	-3	3%	1%	0%	-2%
23	-2	1%	-14%	2%	0%
24	6	0%	-16%	-6%	?
25	6	-4%	1%	0%	-7%
26	-4	2.2µM*	?	?	-13%
27	-6	3%	-29%	18%	-11%
28	17	-4%	/	-12%	-1%
29	14	1%	/	-22%	4%
30	2	2%	3%	-12%	-8%

The results go on.
entry	Structure	FLuc counter	PKM2 act	ELG1 genotox	p53 reactivator	NPC1 prom act	RORgamma inh
31	NS(=O)(=O)c1cccc(NC(=O)CC23CC4CC(C2)CC(CC(=O)Nc2cccc(S(N)(=O)=O)c2)(C4)C3)c1	1%	/	-1%	-3%	1%	-18%
32	O=Cc1ccc(OCC(=O)NC(=O)NC2CCCCC2)cc1	2%	-5%	-2%	2%	-2%	26%
33	O=C(NCCC1=CCCCC1)C(=O)NCCc1ccc(Cl)cc1	2%	2%	6%	8%	-5%	-8%
34	O=C(c1ccc(C#Cc2ccccc2)o1)N1CCN(c2ccccn2)CC1	?	-3%	1%	-10%	2%	-17%
35	COC(=O)C1=CN(CCCN2CCCC2=O)C=C(C(=O)OC)C1c1cccs1	-1%	-7%	2%	-12%	-1%	1%
36	Cc1oc2ccccc2c1CC(=O)NCCCN(C)C	0%	-2%	2%	2%	-1%	-18%

entry	Giardia kill	Rab9 prom act	Menin-MLL TR inh	BRCA1 expr act	VP16 counter
31	-19	6%	22%	-7%	-5%
32	-16	3%	-6%	0%	-5%
33	-3	-6%	-4%	-8%	-3%
34	10	3%	3%	20%	-1%
35	-6	-4%	-11%	2%	0%
36	13	0%	/	3%	3%

High-throughput results as filed in PubChem BioAssay.
